TAAR1 ag: human TAAR1 agonists, primary screen, Fluo-8 calcium fluorescence, CHO RD-HGA16 cells; Trace amine-associated receptor 1 (Homo sapiens), Q96RJ0; vehicle wells 0%, saturating PEA agonist 100%; 360,000 tested, 0.99% active; activation, % at 3 µM; AID 624467, 2012;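 active = activation above the mean activation of all test compounds in the run plus 3 SD, cut at about 38% in these data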
Target sequence (Q96RJ0 whole entry, looked up): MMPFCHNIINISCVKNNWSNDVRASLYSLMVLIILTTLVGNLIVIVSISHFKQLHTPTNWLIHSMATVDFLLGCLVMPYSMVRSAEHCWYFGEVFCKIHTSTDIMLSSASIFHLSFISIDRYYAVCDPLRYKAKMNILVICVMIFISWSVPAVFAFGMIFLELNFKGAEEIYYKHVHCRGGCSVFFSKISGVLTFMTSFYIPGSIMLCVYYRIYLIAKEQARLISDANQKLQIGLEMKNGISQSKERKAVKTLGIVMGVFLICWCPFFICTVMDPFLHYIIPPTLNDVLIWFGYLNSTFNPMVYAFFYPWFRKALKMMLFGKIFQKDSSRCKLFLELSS
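System: CHO RD-HGA16 cells carrying human TAAR1 plus Gα16; Incubation: 17-24 h seeding, 75 min 37 °C dye, 30 min RT; Measured by: Fluo-8 fluorescence, 5 s baseline then 140 s kinetic read; Control set: DMSO and PEA EC100; Replication: single well for each compound.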
M1 ag: human M1 muscarinic receptor agonists, primary screen, Fluo-8 calcium fluorescence, CHO-K1 cells, HTS; activation, % at 3 µM; CHO-K1 hM1, agonist mode; 0% DMSO, 100% acetylcholine EC100; 360,000 tested, 0.33% active; AID 588814, 2011; Muscarinic acetylcholine receptor M1 (Homo sapiens), P11229;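 active = activation above the run's mean compound activation plus 3 SD, cut at about 16% in these data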;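 also: peak over basal fluorescence ratio within a 140 s kinetic read after compound addition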
OXTR agonist: human OXTR agonists, primary screen, fluorescence, CHO-OTR cells, Fluo-8 calcium. activation, % at 3 µM. 320,000 tested, 0.32% active. AID 2435, 2010. Oxytocin receptor (Homo sapiens), P30559. Fluo-8 calcium fluorescence; normalized: DMSO 0%, oxytocin 100%;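 active = activation above the mean of all tested compounds plus 3 SD, cutoff set per screening run, cut at about 20% in these data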;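 also: peak over basal fluorescence ratio from a 100 s FLIPR kinetic read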
Target sequence (P30559 whole entry, looked up): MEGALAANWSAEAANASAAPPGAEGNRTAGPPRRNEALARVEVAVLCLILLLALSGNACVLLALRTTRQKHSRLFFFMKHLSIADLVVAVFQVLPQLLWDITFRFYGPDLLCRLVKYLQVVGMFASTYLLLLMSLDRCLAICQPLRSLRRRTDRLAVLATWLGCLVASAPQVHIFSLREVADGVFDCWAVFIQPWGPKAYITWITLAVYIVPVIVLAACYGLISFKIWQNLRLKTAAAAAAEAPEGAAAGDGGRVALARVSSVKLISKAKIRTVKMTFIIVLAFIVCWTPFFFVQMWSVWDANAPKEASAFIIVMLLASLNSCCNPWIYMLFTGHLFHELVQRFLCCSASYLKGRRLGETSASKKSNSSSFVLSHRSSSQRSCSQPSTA
TAAR1 antag: human TAAR1 antagonists, primary screen, Fluo-8 calcium fluorescence, CHO RD-HGA16 cells; Trace amine-associated receptor 1 (Homo sapiens), Q96RJ0; antagonist; inhibition, % at 3 µM; 360,000 tested, 1.5% active; AID 624466, 2012;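 active = inhibition above a per-plate cutoff, the mean inhibition of test compounds on that plate plus 3 SD, cut at about 49% in these data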;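 also: 0% = DMSO plus EC80 beta-PEA response and 100% = DMSO alone without agonist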
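Test system – hTAAR1-expressing CHO RD-HGA16 cells, Gα16-coupled · Also added – β-PEA at EC80 concentration, post-compound challenge · Compound – 3 µM, single point · Incubation – dye loading 75 min at 37 °C, then 30 min room temperature · Measured by – Fluo-8 intracellular calcium dye fluorescence, real-time kinetic reads · Benchmarks – vehicle and agonist controls · Replicates – singlicate, one well per test compound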
M1 antag: human M1 muscarinic receptor antagonists, primary screen, CHO-K1 cells, Fluo-8 calcium fluorescence, 1536-well; CHO-K1 hM1, ACh EC80 antagonist; 360,000 tested, 1.3% active; Muscarinic acetylcholine receptor M1 (Homo sapiens), P11229; inhibition, % at 3 µM;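 active = percent inhibition above its own plate's cutoff, namely the mean of that plate's compound wells plus 3 SD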;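 also: peak over basal fluorescence ratio during 140 s after agonist addition; 0% = ACh EC80 plus DMSO and 100% = DMSO alone without agonist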
V1R ag counter: agonists of human V1a receptor, primary screen, counter-screen for OXTR agonist project, fluorescence, CHO-V1R cells; Vasopressin V1a receptor (Homo sapiens), P37288; activation, % at 3 µM; Fluo-8 calcium fluorescence, agonist mode; 0% DMSO, 100% 3 nM vasopressin; 320,000 tested, 0.25% active;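 active = activation above the mean activation of all tested compounds plus 3 SD, per screening run, cut at about 20% in these data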;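 also: signal is peak over basal fluorescence ratio across a 100 second FLIPR read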
M1 PAM: human M1 muscarinic receptor positive allosteric modulators, primary screen, CHO-K1 cells, Fluo-8 calcium fluorescence, 1536-well. CHO-K1 hM1, ACh EC20; 0% = ACh EC20, 100% = maximal ACh. AID 588819, 2011. Muscarinic acetylcholine receptor M1 (Homo sapiens), P11229. 360,000 tested, 0.088% active. activation, % at 3 µM; in the data active = activation above about 19%, passing the limit was not always enough
CHO parental Ca: ATP-evoked calcium signal inhibitors, parental CHO, primary screen, counter-screen for OX1R antagonist project, cell-based, fluorescence, Fluo-8 calcium dye | parental CHO-K1, ATP-induced calcium, Fluo-8 fluorescence | inhibition, % at 5.6 µM | 330,000 tested, 0.63% active;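 active = inhibition above that plate's mean sample inhibition plus 3 SD, cut at about 26% in these data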;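 also: 0% = ATP-challenged DMSO wells and 100% = DMSO wells without ATP; some compounds past the cut are filed as inactive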
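Assay system: parental CHO cells; Read-out basis: percent inhibition of ATP-evoked calcium rise, normalized to controls; Benchmarks: ATP and no-ATP DMSO wells; Compound dosing: single nominal dose of 5.6 µM per compound; Signal: Fluo-8 calcium dye fluorescence; Also added: ATP as calcium-mobilizing challenge; Repeats: singlicate.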
OXTR potentiate: human OXTR potentiators, primary screen, fluorescence, CHO-OTR cells, Fluo-8 calcium; Oxytocin receptor (Homo sapiens), P30559; activation, % at 3 µM; 320,000 tested, 0.061% active; Fluo-8 calcium fluorescence, potentiator mode; 0% = oxytocin EC15, 100% = EC100;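 active = activation above that plate's cutoff, the mean activation of tested compounds plus 3 SD, cut at about 6.6% in these data, passing the limit was not always enough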;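 also: 100% uses oxytocin at 75 nM as the full agonist control; some results filed as inactive read as strong as hits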
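test system = CHO-OTR cells, human receptor | compound = single-point 3.0 µM | schedule = 6 min compound pre-incubation at room temperature, 100 s kinetic read | signal = Fluo-8 no-wash calcium dye fluorescence, excitation 470-495 nm, emission 515-575 nm | repeats = single well per compound, singlicate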
* = called active by the depositor; . = no result given.

SMILES	TAAR1 ag	M1 ag	OXTR agonist	TAAR1 antag	M1 antag	V1R ag counter	M1 PAM	CHO parental Ca	OXTR potentiate
N=c1c(S(=O)(=O)c2ccc(Cl)cc2)cc2c(=O)n3ccccc3nc2n1CCN1CCOCC1	2	-6	-1.3	-6	-4	-0.2	6	-14	-3
Cc1ccsc1/C=N/n1c(=S)[nH]nc(C)c1=O	3	-10	-1.2	-12	-3	-0.2	2	-6	-4
NC(=S)N/N=C/c1coc2ccc(O)cc2c1=O	1	-1	0.6	0	-4	-0.5	5	3	1
CC(C)Oc1ccc(S(=O)(=O)N2CCCCC2)cc1NC(=O)C1CSC2(C)CCC(=O)N12 (configuration not stated)	-1	-4	-2.0	-17	-1	-1.0	2	-23	3
CC(CC(=O)Nc1ccc(Cl)c(S(=O)(=O)N2CCOCC2)c1)c1ccccc1 (configuration not stated)	11	3	.	42	21	.	-14	.	.
Oc1[nH]c2ccccc2c1/C=N/c1nccs1	4	-2	-0.6	-6	-21	0.7	-2	-8	-8
Cc1ccc(S(=O)(=O)N2CCCCC2)cc1NC(=O)c1ccc2c(c1)OCO2	1	-9	0.6	8	1	0.7	-3	-13	-1
COC(=O)c1ccc(NC(=O)CNC(=O)C2CCCCC2)c(C)c1	4	-1	-0.4	-14	-1	1.1	4	-2	-9
Cc1nn2c3c(cnc2c1-c1ccccc1)C(=O)CCC3	6	-4	0.1	-7	-4	0.4	9	-4	-15
C/C(=N/NC(=O)CNS(=O)(=O)c1ccccc1)c1ccc(Br)cc1	-2	-3	0.4	-2	-1	0.7	1	-12	-12
O=C(c1cc(-c2ccccc2)n[nH]1)N1CCc2c([nH]c3ccccc23)C1c1ccccn1 (configuration not stated)	6	-8	-1.1	2	-13	0.6	13	-3	-6
OCC[C@@H]1C[C@@H](O)[C@H](O)[C@@]2(CCCc3ccccc3O2)O1	0	-2	0.7	2	5	1.2	0	3	3
Cn1nnnc1SCc1ccccc1[N+](=O)[O-]	10	-5	-0.6	0	-2	0.1	0	-7	-8
Cc1nc(Nc2ccc(Br)cc2Br)c([N+](=O)[O-])c(=O)[nH]1	1	-3	0.0	6	-4	-0.2	6	-19	6
COc1cc2c(cc1OC)CN(C(=O)c1cccc(S(=O)(=O)N(C)C)c1)CC2	5	-3	0.7	-21	-9	1.2	0	-12	-3
COCCN1CC(C(=O)NCCc2nc(C)c(C)s2)CCC1=O (configuration not stated)	2	-1	1.3	8	-17	0.7	16	4	-2
Cn1cccc1C(=O)NC(=O)COC(=O)CNC(=O)CNC(=O)c1ccc(Cl)cc1Cl	3	-10	-2.1	5	-5	0.5	3	-22	-21
CCCCN(C)C(=O)c1cc2c(s1)-c1ccccc1S(=O)(=O)C2	1	-1	0.0	-41	-37	0.2	4	-8	-6
COc1ccc(-c2nc3ccc(Cl)cn3c2NC2CCCCC2)cc1SC1CCCCC1	3	-3	0.9	-25	-2	0.8	5	-32	-8
COc1cc(NC(=O)CSCC(=O)Nc2cccc(C(F)(F)F)c2)c(Cl)cc1Cl	0	-4	-1.8	-9	15	-0.1	-6	0	-7

Arranged by molecular weight (rising): part of the list above.
SMILES	TAAR1 ag	M1 ag	OXTR agonist	TAAR1 antag	M1 antag	V1R ag counter	M1 PAM	CHO parental Ca	OXTR potentiate
Cc1nn2c3c(cnc2c1-c1ccccc1)C(=O)CCC3	6	-4	0.1	-7	-4	0.4	9	-4	-15
COc1ccc(-c2nc3ccc(Cl)cn3c2NC2CCCCC2)cc1SC1CCCCC1	3	-3	0.9	-25	-2	0.8	5	-32	-8
CC(C)Oc1ccc(S(=O)(=O)N2CCCCC2)cc1NC(=O)C1CSC2(C)CCC(=O)N12 (configuration not stated)	-1	-4	-2.0	-17	-1	-1.0	2	-23	3

Other results:
SMILES	TAAR1 ag	M1 ag	OXTR agonist	TAAR1 antag	M1 antag	V1R ag counter	M1 PAM	CHO parental Ca	OXTR potentiate
COc1cccc(C(C(=O)NCC2CCCO2)N(C(=O)Cn2nnc3ccccc32)c2ccc(NC(C)=O)cc2)c1 (configuration not stated)	-1	-1	0.8	-18	-11	0.3	6	-11	-7
CCCn1c(N2CCN(CC(=O)c3c[nH]c4ccccc34)CC2)nc2c1c(=O)[nH]c(=O)n2C	10	-7	-0.7	13	-23	0.5	12	-22	1
COc1ccc(CNC(=O)CN(CC2CCCO2)C(=O)CNS(=O)(=O)c2ccc(C)cc2)cc1 (configuration not stated)	17	-4	0.2	1	-8	-0.8	6	-11	-6
CCC(=O)N1CCc2cc(S(=O)(=O)NC(C(=O)NCc3ccccc3)C(C)C)ccc21 (configuration not stated)	13	-4	-2.7	-6	-3	-1.1	9	-12	-7
CO/N=C/C(C#N)=C/c1ccc(OC)c(OC)c1	0	-12	-1.4	-10	-5	2.5	12	-15	3
CN(Cc1ccc(Cl)cc1)C(=O)c1ccccc1SCC(=O)N1CCCC1	0	-3	.	-4	23	.	-9	.	.
C(=C\c1ccccc1)/CN1CCN(C(c2nnnn2C2CCCCC2)C2CC2)CC1 (configuration not stated)	2	-5	.	-12	-12	.	-12	.	.
COCCCN1C(=O)C(CC(=O)NCc2cccc3ccccc23)CC(C(=O)N2CCOCC2)=C1C (configuration not stated)	3	-6	.	-26	-10	.	12	.	.
O=S1(=O)CCN(Cc2ccncc2)CC1	1	0	.	-2	-18	.	15	.	.
CCN(C(=O)c1cc(S(=O)(=O)N2CCCC2)ccc1C)C1CCS(=O)(=O)C1 (configuration not stated)	2	-1	0.2	-5	-13	0.2	15	-9	-9
O=C(COC(=O)Cc1ccccc1F)NCCNC(=O)COC(=O)Cc1ccccc1F	0	0	0.8	-15	-12	0.1	13	-15	-11
Cc1ccc(Sc2nc3ccc(C)cn3c(=O)c2/C=N/O)cc1	4	-7	-1.0	-13	8	-1.3	-4	-6	-8
CCOc1ccc(CCNc2nc3c(c(=O)n(C)c(=O)n3C)n2CC)cc1OCC	5	9	1.4	7	-8	2.0	1	4	-4
CC(=O)OCCSc1c(-c2ccccc2)c2cc(Cl)ccc2[nH]c1=O	0	-4	-1.4	-26	6	0.6	0	-24	-10
COc1ccc(Nc2nc(N)c(C(=O)c3ccc(OC)cc3)s2)cc1	22	15	-1.6	4	-23	-0.5	20	-22	6
CC(CC(=O)Nc1cccnc1)c1ccccc1 (configuration not stated)	2	-5	1.6	-3	1	1.2	-3	-4	6
Cc1cccc(NC(=O)COC(=O)c2ccc(C)c(S(=O)(=O)N3CCCCC3)c2)c1	0	-3	-0.5	35	2	1.8	0	10	-8
O=C(O)c1ccccc1C=NN1CCCCCC1	-1	-1	.	-22	-7	.	-5	.	.
Cc1ccc(NC(=S)N(C)C)cc1C	1	-4	-0.3	-10	-3	-0.4	7	6	-9
O=C(Nc1ccc(F)cc1)c1ccc2c(=O)n3c(nc2c1)CCCCC3	3	-2	5.6	-2	-2	4.3	-9	-10	-14
O=C1CC(C(=O)N2CCN(c3ccccc3O)CC2)CN1Cc1ccccc1 (configuration not stated)	8	-2	1.4	-17	0	1.2	1	12	-2
COc1ccc(N2CCN(C(=O)COC(=O)[C@@H](NC(=O)OCc3ccccc3)C(C)C)CC2)cc1	11	0	.	0	11	.	-9	.	.
Cc1ccc(C(=O)NCCc2nnc3ccc(NCCCN4CCOCC4)nn23)cc1	14	-4	0.6	-30	-2	1.0	7	-16	3
COc1cc(OC)c(C2C(C(=O)Nc3ccc(C)cc3C)=C(C)Nc3ncnn32)cc1OC (configuration not stated)	16	-5	0.2	-1	-2	5.2	3	-7	0
COc1cccc(NC(=O)CN(C)C(=O)c2cccc(S(=O)(=O)Nc3ccc(C)cc3)c2)c1	12	-1	1.7	14	-13	3.3	11	-25	-8
Cc1ccsc1C(=O)C1CCCN(Cc2cc(F)ccc2-n2cccn2)C1 (configuration not stated)	12	-6	-1.0	-6	0	-1.3	-2	-22	-4
O=C(Oc1ccc(=O)[nH]n1)c1ccccc1	3	-2	.	-8	-4	.	5	.	.
CCc1cc2c(NC(Cc3c[nH]c4ccccc34)C(=O)O)nc(C)nc2s1 (configuration not stated)	23	-3	1.4	6	-7	-0.4	2	-7	-5
COc1cc2c(cc1OC)C(C(=O)NC(C)c1ccccc1)CC(=O)N2 (configuration not stated)	0	-4	0.1	10	-22	1.2	14	4	7
Fc1cccc(F)c1-n1c(CN2CCCCC2)csc1=S	10	-10	-2.1	-9	-2	-0.1	8	-10	-11
CCOC(=O)c1ccc(NS(=O)(=O)c2cnc[nH]2)cc1	9	1	1.2	-27	-11	-0.1	12	4	3
CC1(C)CC(=O)C(CC(=O)N2CCC(Cc3ccccc3)CC2)C(=O)C1	2	0	0.8	5	-9	-0.4	10	-17	4
O=C(CN1C(=O)S/C(=C\c2ccc(O)cc2)C1=O)c1ccccc1	3	1	3.5	-5	-4	1.6	1	2	-22
O=C(CNC(=O)c1ccc(Br)cc1)NCCc1nc2ccccc2[nH]1	1	-5	0.8	0	-2	-1.0	-2	-9	-1
c1ccc(CCNc2ncnc3ccccc23)cc1	16	-4	11	29	24	9.4	-12	32*	-19
O=C(O)CC1(CC(=O)Nc2ccccc2C(=O)c2ccccc2)CCCC1	-2	-6	0.4	-13	0	-0.6	4	-15	-3
COC(=O)c1ccccc1NS(=O)(=O)c1ccc(Cl)nc1	-1	-7	-1.0	-14	-7	-0.9	5	-23	0
N#C/C(=C\c1ccc(-c2ccccc2Cl)o1)C(=O)Nc1nc2ccccc2s1	3	-4	0.7	7	10	-0.2	-8	-3	-3
O=C(NC1CC1)c1ccc(-c2ccccc2)cc1	1	-4	0.5	-26	-7	2.1	5	-12	-1
Cc1ccccc1NC(=O)CSc1nc2ccccc2o1	2	-4	0.2	4	-4	-0.3	7	-11	-7
CCOC(=O)c1cc(C(C)(C)C)oc1CN	0	-5	3.0	21	-19	-0.2	7	-3	2
COc1ccc(C)c2sc(N(CCCN(C)C)C(=O)CS(=O)(=O)c3ccc(F)cc3)nc12	9	-7	0.6	8	-12	0.6	6	-12	-4

Screening data: PubChem, The Scripps Research Institute Molecular Screening Center
